Compound activity: PubChem, National Center for Advancing Translational Sciences (NCATS)
Luc counter = blocks Kinase-Glo luciferase, a counter-screen artifact; Q27757; Kinase-Glo luciferase, ATP luminescence, 8 min; Potency, µM (highest dose often 38.3 µM), for inactives: at the top dose activity change, negative = inhibition, usual class: inhibitors; 0.28% of 200,000 active; AID 1379; note: % is set by controls: 0 for no effect and ±100 for the full control effect; nearly all actives have a fitted effect of over 60% in size
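Recombinant Kinase-Glo luciferase, 10 uM ATP (linear range), luciferin; imidazole pH 7.2 / KCl / MgCl2 / Tween / BSA buffer; 8 min RT; luminescence.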
NPSR antag = blocks cAMP signaling of the human neuropeptide S receptor; CHO-NPSR cells, cAMP TR-FRET, antagonist mode; 1% of 220,000 active; Q6W5P4; Potency, µM (doses to about 38.3 µM), for inactives: at the highest dose activity change, negative = inhibition, most hits filed as inhibitors; note: % is set by controls: 0 for no effect and ±100 for the full control effect; nearly all actives have a fitted effect of over 50% in size; many of its hits are not listed in these tables
Target sequence (Q6W5P4 whole entry, looked up): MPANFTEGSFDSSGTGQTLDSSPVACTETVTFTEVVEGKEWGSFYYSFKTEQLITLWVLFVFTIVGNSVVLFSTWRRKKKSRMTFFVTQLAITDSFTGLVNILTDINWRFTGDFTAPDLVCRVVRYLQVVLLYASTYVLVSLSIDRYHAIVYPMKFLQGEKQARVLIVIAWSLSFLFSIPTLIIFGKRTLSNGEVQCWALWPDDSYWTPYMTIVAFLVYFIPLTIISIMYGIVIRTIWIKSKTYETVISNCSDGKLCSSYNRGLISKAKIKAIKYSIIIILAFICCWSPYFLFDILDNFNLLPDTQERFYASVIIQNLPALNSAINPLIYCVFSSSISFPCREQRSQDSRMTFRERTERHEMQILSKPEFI
IMPase Li cell = cell-permeable IMPase inhibitors with lithium potentiation; CHO-M1 cells, IP1 TR-FRET (IP-One), carbachol + lithium; Potency, µM (doses to about 59.4 µM), for the others: top-dose activity, negative = IMPase inhibition, hits mostly inhibitors; 0.35% of 210,000 active; AID 1457;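 note: IP1 builds up when IMPase is blocked and the TR-FRET signal falls; plate controls were basal vehicle for no effect and high inhibitor control for full effect; nearly all actives have a fitted effect of over 50% in size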
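Readout is a homogeneous TR-FRET IP1 immunoassay (Ex 320, Em 665 and 620), where raised cytosolic IP1 lowers signal. Cells were CHO-M1 treated 30 min at 37C with test compounds plus a little lithium; AC50 values came from Hill-equation fitting.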
KDM4E inh = JMJD2E (human) inhibition. B2RXH2. Potency, µM (top dose mostly 57.1 µM), for inactives: at the highest dose activity change, negative = inhibition, actives largely listed as inhibitors. AID 2147. JMJD2E catalytic domain, FDH-coupled NADH fluorescence (FDH is formaldehyde dehydrogenase). 1.6% of 230,000 active; active = well fitted inhibition curve with a large enough effect, not every such curve was filed as active; inconclusive = small, poorly fitted or top-dose-only effect, or another doubt; inactive = no such curve, though single readings can be large or run the other way;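 note: 0% = wells with enzyme and -100% = buffer wells without enzyme; nearly all actives have a fitted effect of over 50% in size; many of its hits are not listed in these tables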
Target sequence (B2RXH2 1-337 limits assumed): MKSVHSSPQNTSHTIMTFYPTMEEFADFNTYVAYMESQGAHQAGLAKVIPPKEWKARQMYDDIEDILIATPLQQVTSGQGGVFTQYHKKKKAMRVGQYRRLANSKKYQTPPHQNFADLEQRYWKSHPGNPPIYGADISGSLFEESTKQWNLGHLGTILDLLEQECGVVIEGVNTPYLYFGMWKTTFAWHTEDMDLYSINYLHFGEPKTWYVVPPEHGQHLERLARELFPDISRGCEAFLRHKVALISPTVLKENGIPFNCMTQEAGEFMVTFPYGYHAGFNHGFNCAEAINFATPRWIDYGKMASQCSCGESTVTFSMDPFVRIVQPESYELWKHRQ
GoLoco inh red = RGS12 GoLoco-Gai1 interaction inhibition; 0.44% of 230,000 active; P63096; Gai1:RGS12 GoLoco peptide FP, rhodamine, 10 min; Potency, µM (titrated, usually from 61.6 µM), without a hit: at the top dose activity, negative = inhibition, most hits filed as inhibitors; AID 880; active = well fitted inhibition curve with a large enough effect, not every such curve was filed as active; inactive = no such curve, though single readings can be large or run the other way; note: % is set by controls: 0 for no effect and ±100 for the full control effect; nearly all actives have a fitted effect of over 30% in size; many of its hits are not listed in these tables
Target sequence (P63096 whole entry, looked up): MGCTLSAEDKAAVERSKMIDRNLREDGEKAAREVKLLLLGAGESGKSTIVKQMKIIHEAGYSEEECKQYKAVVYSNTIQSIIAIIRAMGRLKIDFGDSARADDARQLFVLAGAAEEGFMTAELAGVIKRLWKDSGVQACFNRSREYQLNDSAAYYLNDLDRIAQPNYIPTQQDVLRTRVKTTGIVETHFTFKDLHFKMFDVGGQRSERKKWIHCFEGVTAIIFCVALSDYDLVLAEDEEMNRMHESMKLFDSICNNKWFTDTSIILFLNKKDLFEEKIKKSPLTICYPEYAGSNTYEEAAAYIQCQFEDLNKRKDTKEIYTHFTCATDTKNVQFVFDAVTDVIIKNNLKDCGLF
Epigenetic derep = epigenetic control regulation, reporter derepression. murine LDR cells, GFP reporter derepression, 30 h. Potency, µM (doses to about 53.9 µM), for inactives: top-dose GFP activation, hits mostly activators. 0.2% of 280,000 active. AID 1865; note: % of control where 0% means no effect; nearly all actives have a fitted effect of over 60% in size
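Murine LDR cells bearing a silenced CMV-driven GFP reporter were exposed to compound for 30 h at 37 C. After PBS washes, GFP-positive cells (20-120 um objects) counted by laser-scanning microplate cytometry.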
SMN2 splice enh = increases expression of the SMN2 splice variant. HEK293 SMN2-luciferase splicing reporter, luminescence, 30-36 h. Potency, µM (highest dose often 46.1 µM), for inactives: top-dose activity change, positive = activation, most hits filed as activators. 2.8% of 210,000 active. AID 1458; note: % of control where 0% means no effect; nearly all actives have a fitted effect of over 55% in size
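qHTS luciferase splicing reporter: luminescence rises when SMN2 exon 7 is included in transfected HEK293 cells. Compound exposure lasted 30-36 h at 37C, with 4.5 mM final sodium butyrate as control, followed by a ONE-Glo read.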
RECQ1 helicase = blocks DNA unwinding by human RECQ1 | P46063 | RECQ1 DNA unwinding, red fluorescence kinetic read | Potency, µM (top dose mostly 57.3 µM), inactives show top-dose activity, negative = inhibition, most hits filed as inhibitors | 0.54% of 240,000 active;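 note: plate controls were vehicle for no effect and no enzyme for full effect; nearly all actives have a fitted effect of over 30% in size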
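RECQ1T1 50 nM; forked duplex (20 bp + 30-nt ss tails) 200 nM, ATP 2 mM final; pH 8.0, 2 mM MgCl2, 2.5 ug/ml poly(dI-dC); 15 min compound preincubation; discontinuous kinetic read over 2 h at RT.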
The depositor's hits bear a star; i = inactive; u = inconclusive; x = not tested or not shown; [ ] = remark or other dose. Unless noted, calls come from the whole dose curve; as a rule, active = well fitted curve in the direction sought with a large enough effect; inconclusive = small, poorly fitted or top-dose-only effect, or another doubt; inactive = no such curve, though single readings can be large; an effect the other way counts as inactive or inconclusive. Potency is the fitted concentration of half-maximal effect. A portion of the library. The share of hits here may be higher or lower than overall.

SMILES	Luc counter	NPSR antag	IMPase Li cell	KDM4E inh	GoLoco inh red	Epigenetic derep	SMN2 splice enh	RECQ1 helicase
CC(C)CN(C(=O)COC(=O)c1ccc(-c2ccccc2)cc1)C1CCS(=O)(=O)C1 (stereo not given)	-3.7%	-13.2%	7.4%	-23.4%	3.9%	4.5%	1.0%	-9.1%
O=C(Cc1ccccc1)Nc1ccc(NC(=O)c2ccco2)nc1	-8.2%	-7.2%[46.1 µM]	-8.9%[38.3 µM]	-1.8%	7.4%	-1.1%	u	-5.9%
Cc1ccccc1OCC(=O)Nc1ccccc1CO	0.8%	-3.9%[46.1 µM]	-11.3%[38.3 µM]	3.3%	-12.8%	0.7%	20.1%	4.5%
O=C(CN1C(=O)NC2NC(=O)NC21)NN=C1CCCC1 (stereo not given)	4.2%	9.9%	-10.0%	80.6%[activator]	2.4%	0.0%	28.2%	-1.0%
COc1cc(C(C#N)N2CCCCC2)ccc1O (stereo not given)	6.6%	-1.4%[46.1 µM]	15.9%[38.3 µM]	-29.5%	-3.7%	-0.1%	8.1%	i
Cc1ccc(-n2nnc(-c3cccnc3Cl)n2)cc1	x	-5.9%	-1.5%	1.8%	-0.7%	-1.5%	x	1.7%
O=S(=O)(N/N=C/c1ccc2c(c1)OCCO2)c1ccc(Cl)cc1	6.9%	-5.1%[46.1 µM]	11.1%[38.3 µM]	8.8%	-2.3%	1.2%	4.1%	-12.1%
CC(=O)OCN(C#N)c1nc(N(C)C)nc(N(C)C)n1	x	-12.4%[46.1 µM]	x	4.5%	x	-7.2%	x	-2.9%
Cc1ccc(NS(=O)(=O)c2ccc(NS(=O)(=O)c3cccs3)cc2)cc1	-2.1%	-10.2%[46.1 µM]	6.0%[38.3 µM]	4.4%	-6.1%	-1.0%	18.9%	-5.8%
Cc1cccc(N2CCN(C(=O)Cc3ccc(Br)cc3)CC2)c1C	0.0%	-15.3%[46.1 µM]	-8.3%[38.3 µM]	-1.6%	6.4%	-0.7%	-3.0%	1.6%
CCCc1cc(=O)[nH]c(SCC(=O)N(CC(C)C)C2CCS(=O)(=O)C2)n1 (stereo not given)	-0.6%	4.0%[46.1 µM]	21.5%[38.3 µM]	0.7%	3.9%	0.0%	9.0%	i
CN(C)S(=O)(=O)c1cccc(NC(=O)/C=C/c2ccccc2[N+](=O)[O-])c1	x	-22.2%	3.1%	3.5%	5.6%	-0.3%	x	-6.0%
CC(=O)Nc1sc2c(c1C#N)CC(C)(C)NC2(C)C	-4.6%	-15.5%[46.1 µM]	12.4%[38.3 µM]	11.8%	15.9%	1.0%	x	i
C[N+](C)(C)CC(O)CC(=O)O (stereo not given)	-6.3%	x	11.7%	-1.9%	11.6%	0.0%	-2.7%	i
C/C(=N/NC(=O)C(=O)N/N=C(/C)c1ccccc1)c1ccccc1	3.9%	9.1%	0.6%	13.9%	3.9%	-0.4%	17.3%	-1.3%
CCN(CC(=O)NC(C)C)C(=O)C(CCSC)NC(=O)c1cccc(C)c1 (stereo not given)	0.1%	-8.3%[46.1 µM]	10.4%[38.3 µM]	7.1%	6.9%	-2.5%	8.7%	-10.3%
CCc1ccc2[nH]c(=O)c(CN(CCN3CCOCC3)C(=O)Nc3ccccc3F)cc2c1	-8.5%	-23.8%[46.1 µM]	2.3%[38.3 µM]	-21.0%	8.1%	0.0%	36.7%	-1.3%
O=c1[nH]c2cc3c(cc2cc1CN(CCc1ccccc1)Cc1nnnn1CC1CCCO1)OCO3 (stereo not given)	-3.9%	-3.4%[46.1 µM]	8.1%[38.3 µM]	u	15.7%	0.7%	3.3%	i
CCC(=O)NC(Cc1ccccc1)c1ccc2c(c1)OCCCO2 (stereo not given)	0.0%	3.1%	-10.8%	-1.2%	-6.0%	-1.6%	-21.2%	-2.5%
CCn1c(=O)c(-[n+]2ccccc2)c(O)c2ccccc21	1.7%	-5.7%[46.1 µM]	-0.4%	-21.8%	-3.4%	0.1%	-10.3%	-9.2%
CCOC(=O)c1[nH]c2ccc(Br)cc2c1NC(=O)CCN1CCCC(C)C1 (stereo not given)	1.2%	-9.4%	22.5%	-2.8%	9.4%	-1.6%	2.0%	-13.5%
Cc1ccccc1NC(=O)c1ccc(Cl)c(NC(=O)c2ccncc2)c1	6.2%	-1.8%	-6.0%	4.3%	-0.2%	-0.2%	-14.5%	-5.7%
CC(C)CN1CCN(Cc2cccc3nccnc23)CC1CCO (stereo not given)	x	-6.1%	9.1%	-2.2%	2.0%	1.1%	x	i
COc1ccccc1NC(=S)NCc1ccc(S(N)(=O)=O)cc1	x	7.5%[46.1 µM]	x	10.3%	x	-0.9%	x	5.4%
Cc1cc(C)cc(NC(=O)CSc2nnc(CN3CCOCC3)n2C)c1	0.0%	14.0%	8.8%	7.0%	2.2%	-1.0%	3.1%	-1.8%
O=S(=O)(NC1CCCCC1Nc1ccccc1)c1ccccc1 (stereo not given)	-3.0%	8.6%	-3.0%	3.1%	0.5%	0.0%	-15.3%	-9.9%
Cn1cccc1Cc1nnc(SCC(=O)N2CCCCCC2)n1-c1ccc(F)cc1	0.5%	-13.4%[46.1 µM]	9.7%[38.3 µM]	5.9%	4.4%	1.8%	-14.8%	-3.9%
Cc1cccc(N(C)c2cc(C)nc3nc(C)nn23)c1	3.7%	-6.7%[46.1 µM]	-0.7%	-3.6%	8.2%	-1.0%	u	3.6%
CCc1nc(Nc2ccncc2)c2oc3ccccc3c2n1	0.2%	-7.3%[46.1 µM]	18.9%[38.3 µM]	u	1.3%	-2.4%	x	i
COC(=O)c1ccc(C(/C=C/[C@@H](C)C(=O)N(C)C)NC(=O)OCc2ccccc2)cc1 (stereo not given in full)	0.4%	x	-8.6%	-18.4%	9.2%	0.4%	9.4%	-2.1%

Arranged by formula weight (ascending): some entries from above
SMILES	Luc counter	NPSR antag	IMPase Li cell	KDM4E inh	GoLoco inh red	Epigenetic derep	SMN2 splice enh	RECQ1 helicase
CCc1nc(Nc2ccncc2)c2oc3ccccc3c2n1	0.2%	-7.3%[46.1 µM]	18.9%[38.3 µM]	u	1.3%	-2.4%	x	i
COc1ccccc1NC(=S)NCc1ccc(S(N)(=O)=O)cc1	x	7.5%[46.1 µM]	x	10.3%	x	-0.9%	x	5.4%
CCN(CC(=O)NC(C)C)C(=O)C(CCSC)NC(=O)c1cccc(C)c1 (stereo not given)	0.1%	-8.3%[46.1 µM]	10.4%[38.3 µM]	7.1%	6.9%	-2.5%	8.7%	-10.3%

The results go on.
SMILES	Luc counter	NPSR antag	IMPase Li cell	KDM4E inh	GoLoco inh red	Epigenetic derep	SMN2 splice enh	RECQ1 helicase
O=C(NCCCNCc1ccccc1)c1ccncc1	2.8%	7.2%[46.1 µM]	4.6%[38.3 µM]	4.5%	-0.7%	-1.3%	-8.1%	-2.2%
COCCN(C(=O)Nc1ccccc1)c1ccccc1C	-3.5%	-15.0%[46.1 µM]	4.1%	2.5%	-2.9%	-0.8%	-18.0%	0.0%
COc1ccc2c(c1)c1ccccc1n2C	-3.6%	-12.3%[46.1 µM]	32.5%[38.3 µM]	u	-8.1%	-10.5%	3.0%	-3.6%
COc1cc(CC(=O)Nc2ccc3nc(C)sc3c2)cc(OC)c1OC	0.4%	-18.1%	0.8%	0.4%	-46.9%	-4.3%	-16.3%	-0.4%
Nc1nnc(SCc2cccnc2)s1	0.1%	-12.9%[46.1 µM]	0.1%[38.3 µM]	4.4%	5.0%	-1.9%	-1.5%	-14.2%
O=[N+]([O-])c1cccc(/C=C/c2ccccn2)c1	x	-0.9%	x	-2.6%	1.9%	10.2%	x	-14.8%
COc1ccc(C2=NN(Cc3c(F)cccc3Cl)C(=O)CC2)cc1	-1.3%	-37.6%	3.5%	1.2%	3.1%	0.2%	-15.1%	-12.0%
COCCNC(=O)c1nc2c(nnn2Cc2cc(C)ccc2C)c(=O)[nH]1	8.5%	u	5.3%	-6.2%	6.8%	-1.2%	-59.3%[inhibitor]	1.2%
O=C(NN1CC(=O)N(c2cc(Cl)cc(Cl)c2)CC1=O)c1cccs1	x	0.8%	x	1.5%	3.2%	-4.1%	x	4.1%
O=C(NNC(=O)C1CCC(C(=O)NNC(=O)c2cccs2)CC1)c1cccs1 (stereo not given)	1.8%	15.2%	2.2%	7.0%	12.5%	-1.6%	0.7%	i
COC(=O)C1=C(O)/C(=C\c2ccc(CNC(=O)C(=O)Nc3ccc(C)cc3)o2)N=C1C	2.4%	-3.8%[46.1 µM]	1.5%[38.3 µM]	-1.9%	47.0%[activator]	u	-20.4%	-2.8%
COC1OC(CO)C(O)C(O)C1O (stereo not given)	-0.6%	-17.5%	x	7.1%	4.9%	0.8%	7.7%	-4.0%
CCCCC1=CC2=CC(=O)C(C)(OC(=O)CC)C(=O)C2=CN1c1ccc(OC)cc1 (stereo not given)	-3.3%[7.66 µM]	-6.1%	-2.7%	u	3.8%[14.2 µM]	-1.9%	3.3%[9.22 µM]	-28.3%[11.5 µM]
CCc1nnc(NC(=O)CSc2nc(-c3ccccc3)cc(-c3ccc(F)cc3)c2C#N)s1	-3.2%	10µM*	10µM*	5.9%	-4.9%	7.2%	-15.9%	0.1%
Cc1cc(=O)c(C(=O)O)cn1Nc1ccc(Cl)cc1	-4.4%	-13.0%[46.1 µM]	5.5%[38.3 µM]	-2.9%	-0.2%	-1.2%	-15.4%	-9.1%
COc1cccc(-c2[nH]nc3c2C(c2ccsc2)C(C#N)=C(N)O3)c1 (stereo not given)	-0.7%	-21.2%[46.1 µM]	1.1%[38.3 µM]	-28.5%	-0.9%	3.9%	-13.5%	1.7%
COc1ccc2ccc3c(c2c1)N=C[C@]1(O3)N(C)c2ccccc2C1(C)C	-1.8%	-23.4%[46.1 µM]	21.4%[38.3 µM]	11.2µM*	-23.6%	-0.9%	-43.7%[inhibitor]	-10.3%
CC(C)(C)C(=O)c1cnc(Nc2ccccc2Cl)s1	-17.8%	-17.9%[46.1 µM]	-13.8%[38.3 µM]	-22.8%	-1.7%	-0.7%	12.6µM*	-0.7%
Cc1ccc(S(=O)(=O)NC(=O)c2ccc(-c3ccc(C)c4ccccc34)o2)cc1	-0.1%	-8.7%	-5.6%	u	5.5%	-1.9%	1.0%	i
COc1ccc(-c2nc3ccccc3c(=O)n2CCOc2ccccc2C)cc1	-1.5%	-8.7%	3.2%	u	4.6%	-1.3%	-7.9%	-2.9%
CC(CCC(=O)O)C1CCC2C3C(O)C[C@@H]4CC(O)CC[C@@]4(C)C3CC(O)[C@]12C (stereo not given in full)	2.9%	x	-2.7%	0.5%	4.4%	-1.0%	3.6%	-13.0%
